# Screening data: PubChem, National Center for Advancing Translational Sciences (NCATS)
# TR SRC2 fluor cs – alters Texas Red total fluorescence, flagging assay interference | Potency, µM (highest dose often 106 µM), for the others: top-dose fluorescence change, negative = quenching | TRb/SRC2 Texas Red total fluorescence interference | hit rate 0.29% among 280,000 | AID 1479; active = well fitted curve in either direction with a large enough effect; inconclusive = small, poorly fitted or top-dose-only effect; also: % is scaled to controls: 0 for no effect and ±100 for the full control effect
#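 Human TRb ligand-binding domain at 0.6 uM with 20 nM Texas Red SRC2 peptide in Tris buffer containing 1 uM T3 and 5% DMSO, incubated with compound 5 h at ambient temperature. Total fluorescence (555/632 nm) calculated as parallel + 2 × perpendicular.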
# Epigenetic reg – derepresses silenced GFP reporter in murine cells; murine LDR cells, GFP reporter derepression, 30 h; Potency, µM (top dose mostly 53.9 µM), without a hit: top-dose GFP activation, hits mostly activators; hit rate 0.2% among 280,000; AID 1865; also: % of control where 0% means no effect; nearly all actives have a fitted effect of over 60% in size
#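 Murine LDR cells bearing a silenced CMV-driven GFP reporter were exposed to compound for 30 h at 37 C. After PBS washes, GFP-positive cells (20-120 um objects) counted by laser-scanning microplate cytometry.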
# GLA spleen mod – alpha-galactosidase A (human) modulation | hit rate 0.008% among 240,000 | P06280 | AID 2107 | human spleen homogenate, 4MU-alpha-Gal fluorescence, 40 min | Potency, µM (series often up to 80 µM), inactives show top-dose activity change, negative = inhibition, actives largely listed as inhibitors;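 also: 0% = enzyme with vehicle and -100% = no enzyme basal signal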
# Target sequence (P06280 32-429 limits assumed): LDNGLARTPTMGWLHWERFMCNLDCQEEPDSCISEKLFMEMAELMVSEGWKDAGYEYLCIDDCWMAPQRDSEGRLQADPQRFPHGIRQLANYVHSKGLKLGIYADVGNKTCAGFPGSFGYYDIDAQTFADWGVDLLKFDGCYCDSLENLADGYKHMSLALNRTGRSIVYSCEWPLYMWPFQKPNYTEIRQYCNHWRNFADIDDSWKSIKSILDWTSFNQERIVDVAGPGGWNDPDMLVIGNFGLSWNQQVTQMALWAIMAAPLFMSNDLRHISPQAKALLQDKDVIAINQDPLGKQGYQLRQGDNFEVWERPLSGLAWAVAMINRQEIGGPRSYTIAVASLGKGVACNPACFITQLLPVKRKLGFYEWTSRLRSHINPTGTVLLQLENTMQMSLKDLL
#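 Human spleen homogenate (1 ug) was the enzyme source, with 4-methylumbelliferyl-alpha-D-galactopyranoside (1 mM final) in pH 5.0 citrate buffer with 0.01% Tween-20. Compounds were titrated; after 40 min at 37C, NaOH/glycine stop, 4-MU fluorescence read; AC50 from Hill fits.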
# TRb SRC2 PPI – disrupts binding of human TR beta to SRC2 | TRbeta-SRC2 peptide binding, fluorescence polarization; receptor liganded with 1 µM T3 | Potency, µM (titrated, usually from 106 µM), for the others: top-dose activity change, negative = inhibition, most hits filed as inhibitors | hit rate 0.065% among 280,000 | P10828 | AID 1469;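 also: plate controls were bound peptide for no effect and peptide without receptor for full effect; nearly all actives have a fitted effect of over 50% in size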
# Target sequence (P10828 whole entry, looked up): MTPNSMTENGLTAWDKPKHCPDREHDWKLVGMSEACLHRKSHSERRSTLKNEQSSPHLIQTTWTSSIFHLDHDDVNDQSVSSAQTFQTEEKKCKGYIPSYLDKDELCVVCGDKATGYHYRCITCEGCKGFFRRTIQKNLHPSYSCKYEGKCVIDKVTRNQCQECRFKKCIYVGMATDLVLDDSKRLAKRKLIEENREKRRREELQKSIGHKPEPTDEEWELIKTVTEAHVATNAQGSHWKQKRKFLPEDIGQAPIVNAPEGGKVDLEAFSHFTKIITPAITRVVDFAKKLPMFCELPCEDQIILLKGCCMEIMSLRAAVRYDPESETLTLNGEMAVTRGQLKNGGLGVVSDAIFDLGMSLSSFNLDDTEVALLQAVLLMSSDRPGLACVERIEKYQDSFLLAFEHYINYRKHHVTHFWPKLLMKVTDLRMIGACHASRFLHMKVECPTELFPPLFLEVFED
#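 Fluorescence polarization of 20 nM Texas Red SRC2 peptide (20-aa NR interaction domain) bound to 0.6 uM human TRb ligand-binding domain, with 1 uM T3, after 5 hr at ambient temperature; inhibition seen as decreased polarization.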
# Active calls of the source: *; ? = inconclusive; . = no result given; & = joins results of further samples; [ ] = dose if it differs, or a comment. Unless noted, calls follow the shape of the dose curve; as a rule, active = well fitted curve in the direction sought with a large enough effect; inconclusive = small, poorly fitted or top-dose-only effect, or another doubt; inactive = no such curve, though single readings can be large; an effect the other way counts as inactive or inconclusive. Potency is read from the fitted curve at half-maximal effect. Only part of the results is shown; rates above refer to the full screens.
SMILES,TR SRC2 fluor cs,Epigenetic reg,GLA spleen mod,TRb SRC2 PPI
CC(=O)S[C@@H]1CC2=CC(=O)CC[C@]2(C)[C@H]2CC[C@@]3(C)[C@@H](CC[C@@]34CCC(=O)O4)[C@H]12,2.1%[201 µM],.,.,1.2%[201 µM]
c1ccc(OCCOc2ccccc2)cc1,-3.6%[201 µM],.,.,7.1%[201 µM]
CCN(CC)CCOc1ccccc1OC,-2.5%,.,.,7.2%
CC(=O)NC1[C@H](O)C[C@@](O)(C(=O)O)O[C@H]1[C@H](O)[C@H](O)CO (some centres not stated),0.7%,.,.,2.1%
NS(=O)(=O)c1ccc(Cl)c(S(N)(=O)=O)c1,-2.8%,.,.,13.6%
Cc1ccc(S(=O)(=O)NCl)cc1,-5.8%[201 µM],.,.,-0.2%[201 µM]
CC1(C)C(=O)NC(=O)N1CO,1.5%[201 µM],.,.,12.8%[201 µM]
S=C=Nc1ccc(N=C=S)cc1,-2.0%,.,.,8.7%
OC[C@H](S)CS,-9.8%,.,.,-6.4%
CC(=O)/C=C/C1C(C)=CCCC1(C)C (configuration not stated),0.2%[201 µM],.,.,-0.9%[201 µM]
NC(=O)C(=O)N/N=C/c1ccc([N+](=O)[O-])o1,-0.3%,.,.,8.4%
CC1(C)C(=O)N(Cl)C(=O)N1Cl,2.5%[201 µM],.,.,4.8%[201 µM]
CCOC(=O)Cc1ccc(-c2ccccc2)cc1,-0.8%,.,.,3.5%
OCCOCCOCCOCCO,-2.2%[201 µM],.,.,1.5%[201 µM]
O=S(=O)(O)c1ccc(N=Nc2cc(S(=O)(=O)O)c3ccccc3c2O)c2ccccc12,100µM*[fluorescent],.,.,?
CN1C(C(=O)Nc2ccccn2)C(=O)c2sc(Cl)cc2S1(=O)=O (configuration not stated),-1.1%,.,.,-3.5%
CCCCC(CC)COC(=O)CS (configuration not stated),-0.2%[201 µM],.,.,6.5%[201 µM]
CCCCCCCCCCCC[N+](C)(C)C,-2.4%[201 µM],.,.,7.8%[201 µM]
CNc1nc(=O)n(C2CCCCC2)c(=O)n1C,-1.1%[201 µM],.,.,1.6%[201 µM]
O=C(c1ccc(Cl)cc1)c1ccc(Cl)cc1,-0.7%[201 µM],.,.,-0.3%[201 µM]

# Laid out differently: results already given
compound | TR SRC2 fluor cs | Epigenetic reg | GLA spleen mod | TRb SRC2 PPI
OCCOCCOCCOCCO | -2.2%[201 µM] | . | . | 1.5%[201 µM]
CNc1nc(=O)n(C2CCCCC2)c(=O)n1C | -1.1%[201 µM] | . | . | 1.6%[201 µM]
S=C=Nc1ccc(N=C=S)cc1 | -2.0% | . | . | 8.7%
c1ccc(OCCOc2ccccc2)cc1 | -3.6%[201 µM] | . | . | 7.1%[201 µM]

# Sorted by formula weight (high to low): some entries from above
SMILES,TR SRC2 fluor cs,Epigenetic reg,GLA spleen mod,TRb SRC2 PPI
CC(=O)S[C@@H]1CC2=CC(=O)CC[C@]2(C)[C@H]2CC[C@@]3(C)[C@@H](CC[C@@]34CCC(=O)O4)[C@H]12,2.1%[201 µM],.,.,1.2%[201 µM]
CN1C(C(=O)Nc2ccccn2)C(=O)c2sc(Cl)cc2S1(=O)=O (configuration not stated),-1.1%,.,.,-3.5%
O=C(c1ccc(Cl)cc1)c1ccc(Cl)cc1,-0.7%[201 µM],.,.,-0.3%[201 µM]
CCCCCCCCCCCC[N+](C)(C)C,-2.4%[201 µM],.,.,7.8%[201 µM]
S=C=Nc1ccc(N=C=S)cc1,-2.0%,.,.,8.7%
CC1(C)C(=O)NC(=O)N1CO,1.5%[201 µM],.,.,12.8%[201 µM]

# (further entries)
SMILES,TR SRC2 fluor cs,Epigenetic reg,GLA spleen mod,TRb SRC2 PPI
C=CCN1CCCC1CNC(=O)c1cc(S(N)(=O)=O)cc(OC)c1OC (configuration not stated),-4.4%,.,.,2.5%
O=C(O)c1ccccn1,-1.7%,.,.,8.7%
N#CCC(=O)NN,-0.7%,.,.,3.1%
CCc1c(C(=O)O)c(=O)cnn1-c1ccc(Cl)cc1,-12.7%[201 µM],.,.,-9.7%[201 µM]
CCCCCCOC(=O)c1cccnc1,-0.1%,.,.,9.0%
C#Cc1cccc(Nc2ncnc3cc(OCCOC)c(OCCOC)cc23)c1,-3.2%,.,.,2.5%
C[C@]12CC[C@@H]3c4ccc(O)cc4CC[C@H]3[C@@H]1C[C@H](O)C2O (some centres not stated),-1.5%,.,.,8.1%
Oc1ccc2ccccc2c1N=Nc1ccccc1,112µM*[fluorescent],.,.,100µM*
NCCCCCCCCCCC(=O)O,-3.7%[201 µM],.,.,-2.7%[201 µM]
O=C(O)CCCC/C=C(\c1ccccc1)c1cccnc1,0.1%,.,.,8.9%
CCCCCCCCCCCCCCCC(=O)OC(C)C,-2.1%[201 µM],.,.,6.7%[201 µM]
Cl[Si](Cl)(c1ccccc1)c1ccccc1,-0.6%[201 µM],.,.,0.1%[201 µM]
CCc1oc2ccccc2c1C(=O)c1cc(I)c(O)c(I)c1,-14.5%,.,.,14.9%
CCCCOC(=O)CC(CC(=O)OCCCC)(OC(C)=O)C(=O)OCCCC,-2.0%[201 µM],.,.,2.4%[201 µM]
NC(=O)[C@@H]1CCCN1C(=O)[C@H](Cc1cnc[nH]1)NC(=O)[C@@H]1CCC(=O)N1,-0.1%,.,.,-8.1%
[O-][n+]1ccccc1SSc1cccc[n+]1[O-],0.2%,.,.,7.5%
Cn1c(NCCN(CCO)CCCc2ccc([N+](=O)[O-])cc2)cc(=O)n(C)c1=O,-0.3%,.,.,13.4%
CCCCCCCCCCCCCC[N+](C)(C)C,-1.8%,.,.,3.3%
O=C1C(=O)c2ncccc2-c2cccnc21,-3.9%,.,.,?
O=C(c1ccccc1)c1ccc(O)c(O)c1O,-0.1%[201 µM],.,.,5.0%[201 µM]
Cn1c(=O)[nH]c(=O)n(C2CCCCC2)c1=O,0.4%[201 µM],.,.,-3.0%[201 µM]
N[C@@H]1[C@@H](O)[C@H](O)[C@@H](CO)O[C@H]1O,-1.2%[201 µM],.,.,0.0%[201 µM]
Clc1nc(Cl)c(Cl)c(Cl)c1Cl,-4.5%[201 µM],.,.,2.9%[201 µM]
CN(C)c1ccc(C(c2ccccc2)c2ccc(N(C)C)cc2)cc1,0.6%[201 µM],.,.,6.5%[201 µM]
O=C(Cl)c1ccc(C(=O)Cl)cc1,-3.9%[201 µM],.,.,4.6%[201 µM]
CCCCC(CC)COS(=O)(=O)O (configuration not stated),-1.3%[201 µM],.,.,5.3%[201 µM]
O=S1(=O)OC(c2ccc(O)cc2)(c2ccc(O)cc2)c2ccccc21,1.6%,.,.,2.9%
C[C@]12CC[C@H]3c4ccc(O)cc4CC[C@@H]3[C@H]1CC[C@@H]2OC(=O)CCC1CCCC1,-0.3%,.,.,9.1%
CO[C@H]1OC2O[C@@]3(C)CC[C@H]4[C@H](C)CC[C@@H]([C@H]1C)[C@@]24OO3 (some centres not stated),-0.3%,.,.,3.5%
Cc1ccc(O)c2ncccc12,-3.0%,.,.,-1.7%
C=C(C)C(=O)OCCCCCCCCCCCCCCCC,-2.3%[201 µM],.,.,-3.2%[201 µM]
CC[C@H]1O[C@]2(CC[C@@H]1C)C[C@@H]1C[C@@H](C/C=C(\C)C[C@@H](C)/C=C/C=C3CO[C@@H]4[C@H](O)C(C)=C[C@@H](C(=O)O1)[C@]34O)O2,-5.6%[201 µM],.,.,3.1%[201 µM]
CCCCCCCC/C=C\CCCCCCCC(=O)OC[C@@H](O)[C@H]1OC[C@H](O)[C@H]1O,1.7%[201 µM],.,.,6.4%[201 µM]
O=C1c2ccccc2C(=O)C1c1ccc(Cl)cc1,-3.0%,.,.,-4.5%
CC(C)=CCC[C@@H](C)[C@H]1CC[C@@]2(C)C3=C(CC[C@]12C)[C@@]1(C)CC[C@H](O)C(C)(C)[C@@H]1CC3,1.7%[201 µM],.,.,-2.6%[201 µM]
CCOc1ccc(NC(=O)OC(C)C)cc1OCC,-1.6%[201 µM],.,.,2.5%[201 µM]
O=C(O)CN(CCCN(CC(=O)O)CC(=O)O)CC(=O)O,-0.8%[201 µM],.,.,0.8%[201 µM]
OC1OC[C@@H](O)[C@H](O)[C@@H]1O (some centres not stated),0.5%,.,.,-11.5%
c1ccc2cc3ccccc3cc2c1,-5.4%[201 µM],.,.,-1.8%[201 µM]
CCCCOC(=O)[C@@H](C)Oc1ccc(Oc2ccc(C(F)(F)F)cn2)cc1,-4.1%&-3.0%[201 µM],.,.,-4.2%&2.4%[201 µM]
CC(C)(C)c1cccc(C(C)(C)C)c1O,-0.7%[201 µM],.,.,0.7%[201 µM]
OCCOCCOCCOCCOCCO,0.1%[201 µM],.,.,4.4%[201 µM]
O=[N+]([O-])c1ccc(O)cc1C(F)(F)F,1.3%[201 µM],.,.,-8.7%[201 µM]
O=C=NCCCCCCN=C=O,-3.8%[201 µM],.,.,-0.9%[201 µM]
NCC1CCC(C(=O)Oc2ccc(CCC(=O)O)cc2)CC1 (configuration not stated),0.1%,.,.,5.7%
COc1cc2c(cc1OC)C1CC(=O)C(CC(C)C)CN1CC2 (configuration not stated),-0.9%,.,.,5.3%
Cc1ccc2c(Br)cc(Br)c(O)c2n1,-1.5%,.,.,5.8%
NC(C(=O)O)C(O)c1ccc(O)c(O)c1 (configuration not stated),-17.1%,.,.,5.8%
CC(C)[C@@H]1CC[C@@H](C)C[C@H]1O,-5.6%[201 µM],.,.,-6.1%[201 µM]
CCCCCCCCCCCCO,-2.8%[201 µM],.,.,3.5%[201 µM]
CC(C)(C)C(=O)OCOP(=O)(COCCn1cnc2c(N)ncnc21)OCOC(=O)C(C)(C)C,-0.4%,.,.,1.2%
Nc1ccc(S(=O)(=O)Nc2ccccc2)cc1,-2.9%,.,.,4.7%
COc1ccc(Cc2cnc(N)nc2N)cc1OC,-2.3%,.,.,1.2%
CC1(C)CC(N)CC(C)(CN)C1 (configuration not stated),-1.5%[201 µM],.,.,-2.3%[201 µM]
CCCOC(=O)c1cc(O)c(O)c(O)c1,-4.9%[201 µM],.,.,4.2%[201 µM]
CC1(C)[C@@H](C=C(Cl)Cl)[C@@H]1C(=O)OCc1cccc(Oc2ccccc2)c1,-0.4%[201 µM],.,.,-0.7%[201 µM]
CC1(C)C(C=C(Cl)Cl)[C@H]1C(=O)OCc1cccc(Oc2ccccc2)c1 (some centres not stated),0.2%[201 µM],.,.,6.6%[201 µM]
C[Si]1(C)O[Si](C)(C)O[Si](C)(C)O1,-0.2%[201 µM],.,.,6.8%[201 µM]
COc1ccccc1C(=O)Nc1ccc2oc(-c3cccc4c(Br)cccc34)nc2c1,-18.4%,-1.6%,.,-1.8%
O=S(=O)(O)c1ccc2c(c1)-c1nc-2nc2[nH]c(nc3nc(nc4[nH]c(n1)c1ccc(S(=O)(=O)O)cc41)-c1ccc(S(=O)(=O)O)cc1-3)c1ccc(S(=O)(=O)O)cc21,2.24µM*[quencher],.,-9.9%,?

# New compounds follow.
SMILES,TR SRC2 fluor cs,Epigenetic reg,GLA spleen mod,TRb SRC2 PPI
Cc1c(N=C=O)cccc1N=C=O,-1.6%[201 µM],.,0.1%,-1.2%[201 µM]
O=C(O)c1cc(N=Nc2ccc(-c3ccc(N=Nc4ccc(O)c(C(=O)O)c4)cc3)cc2)ccc1O,28.2µM*[quencher],.,-12.7%,?
Oc1ccc2cc(SSc3ccc4cc(O)ccc4c3)ccc2c1,-19.4%,.,15.1%,17.1%
CCN(CC)c1ccc(C(=C2C=CC(=[N+](CC)Cc3cccc(S(=O)(=O)[O-])c3)C=C2)c2ccc(N(CC)Cc3cccc(S(=O)(=O)O)c3)cc2)cc1,11.2µM*[fluorescent],.,-2.6%,11.2µM*
O=C(/C=C/c1ccc(I)cc1)c1ccc(B(O)O)cc1,-1.6%,.,-7.3%,-2.1%
O=c1c(O)c(-c2cc(O)c(O)c(O)c2)oc2cc(O)ccc12,-27.1%,.,-20.6%,4.3%
CC1CC=CC2C1C(=O)N(Cc1ccccc1)C2c1ccc(F)c(-c2ccc(N(C)C)cc2)c1 (configuration not stated),-0.8%,.,2.3%,-2.8%
